# SSB-PriA inh: K. pneumoniae PriA-SSBct interaction inhibition; 430,000 tested, 0.6% active; inhibition, % at 33 µM; AlphaScreen SSBct-PriA binding, biotinylated peptide; in the data active = inhibition mostly above about 37%, no sharp cut-off; inactive = mostly below about 20%;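 also: plate controls were negative control peptide for no effect and reference peptide for full effect; strong numbers were not always called active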
# Numbers without * were called inactive; i = inactive; & = joins results of further samples.
# Preview:
smiles | SSB-PriA inh
O=C(CCC1CCCCC1)NCCn1ncc2c(N3CCN(c4ccccc4)CC3)ncnc21 | -11
N#C/C(=C/c1ccc(Br)o1)c1nc(-c2ccc(F)cc2)cs1 | -11

# Main list (from the top)
smiles | SSB-PriA inh
O=C(CCC1CCCCC1)NCCn1ncc2c(N3CCN(c4ccccc4)CC3)ncnc21 | -11
N#C/C(=C/c1ccc(Br)o1)c1nc(-c2ccc(F)cc2)cs1 | -11
N#Cc1ccsc1NC(=O)C1CC1 | -11
COc1cc(C=NNC(=O)CNC(=O)c2ccncc2)ccc1OC(C)=O | 0
COc1ccc(C=NNC(=O)CN2CCSCC2)cc1C | -3
C/C(C=Nn1c(-c2ccccn2)n[nH]c1=S)=C\c1ccccc1 | 32
Cc1noc(C)c1CN1CCC(C)CC1 | -3
O=C(COc1ccccc1F)N(CC(F)(F)F)C1CCOCC1 | -12
O=C(CNC(=O)c1ccncc1)NN=Cc1cc(Br)ccc1O | -12
COc1cc(C=NN=C2NC(=O)C(c3ccccc3)S2)ccc1O (stereo not drawn) | 1
O=C(c1cc(-n2ccnc2)ccn1)N1CCC(Cc2ccccc2)CC1 | 0
CN1/C(=C\C=NO)C(C)(C)c2ccccc21 | -5
NC(=O)c1ccc(NC(=O)C(=O)Nc2cccc(N3CCCCC3=O)c2)cc1 | 0
CC(=O)Nc1ccc(NC(=O)C(=O)NCC2CCN(C(C)C)CC2)cc1 | -7
Cc1ccc(-c2nnc(NC(=O)c3ccc(S(=O)(=O)N(C)C)cc3)o2)cc1C | -14
O=C(CCCN1C(=O)c2cccc3cccc(c23)C1=O)NCCO | -7
Cn1cccc1-c1noc(CNC(=O)Cn2ncccc2=O)n1 | -8
N=C(NC(=O)c1ccc(OCC(F)(F)F)nc1)c1ccccc1 | 2
COC(=O)c1ccccc1NC(=O)C1CCN(c2ccc(-c3ccc(F)cc3)nn2)CC1 | -4
Cc1cccc2c1N(CCCOc1ccccc1Cl)C(=O)C2=O | 7
Cc1cc(C)cc(NC(=O)Cn2cnc3c(cnn3CCO)c2=O)c1 | -9
Cc1cncnc1N1CCN(S(=O)(=O)c2cccnc2)CC1 | -10
O=C(Nc1ncc(Cc2cccc(C(F)(F)F)c2)s1)C1=NCCN1 | -18
CCc1nnc(NS(=O)(=O)c2ccc(N3CCCn4c3nc3c4c(=O)[nH]c(=O)n3C)cc2)s1 | 5
CCCC12CN3CCN(CC(C3)C1=NNC(=O)c1ccc(C(C)(C)C)cc1)C2 | -5
CCOc1ccc(NC(=O)CCCCCN2C(=O)c3cccc4cccc(c34)C2=O)cc1 | -1
Oc1ccc2cccnc2c1Br | 30&30
C=CCNC(=S)NN=C(C)c1cccc(OC)c1 | 9
O=C1CC2(CCN(C(=O)/C=C\c3ccccc3)CC2)Oc2ccccc21 | 0
Cc1nsc(C(=O)NCc2ccccc2Cl)n1 | -5

# Single values from the results shown.
# `Cc1ccc(-c2nnc(NC(=O)c3ccc(S(=O)(=O)N(C)C)cc3)o2)cc1C` @ SSB-PriA inh: -14
# `CC(=O)Nc1ccc(NC(=O)C(=O)NCC2CCN(C(C)C)CC2)cc1` @ SSB-PriA inh: -7
# `CN1/C(=C\C=NO)C(C)(C)c2ccccc21` @ SSB-PriA inh: -5
# `N#Cc1ccsc1NC(=O)C1CC1` @ SSB-PriA inh: -11

# Next structures.
smiles | SSB-PriA inh
COc1cc(C(=O)NCC(=O)NNc2ncnc(N)c2[N+](=O)[O-])cc(OC)c1OC | -15
CC(C)(C)c1ccc(-c2nn(CCC#N)cc2C=NO)cc1 | 0
C[N+](C)(C)CCCCCCC(=O)C=NO | -4
O=C(Cn1c(=O)nc(-c2ccccc2F)c2cc(Cl)ccc21)NCc1ccc2c(c1)OCO2 | -28
Cc1ccc(N(CC(=O)NN=Cc2ccc(OC3CSC3)cc2)S(=O)(=O)c2ccccc2)cc1 | 10
COc1ccc(CCn2c(-c3cccs3)nc3oc4ccccc4c(=O)c3c2=O)cc1 | -19
Cc1cccc(N2CCN(c3nccnc3SCC(=O)Nc3ccc(F)cc3Cl)CC2)c1C | -18
CCc1ccccc1NC(=O)/C=C/c1ccccc1Cl | -2
CC1=C(C(=O)NCc2ccco2)C(c2ccco2)C(C#N)C(SCC(=O)c2ccccc2)=N1 (stereo not drawn) | -7&0
c1ccc(COc2cccc(C3N(c4ccccc4)CCN3c3ccccc3)c2)cc1 | -13&-10
O=C(Nc1ccc(N2CCCC2=O)cc1)c1ccc(F)c(F)c1 | -3
CCOc1cccc2sc(N(CCCN3CCOCC3)C(=O)c3cc(C)no3)nc12 | -8
Cn1nc(CNC(=O)c2cc(-c3ccccc3)on2)c2c1CCCC2 | -2
CN(C)CCNC(=O)C(=O)NCC[C@H](O)c1ccoc1 | 3
COC(=O)c1ccc(CSc2nc3c(cnn3-c3ccccc3OC)c(=O)[nH]2)o1 | 10
Cc1ccc(NC(=O)CC(N)C(=O)O)cc1 (stereo not drawn) | -2
CCOC(=O)c1cnc2c(C)c(Cl)ccc2c1N1CCN(Cc2ccccc2)CC1 | -11
Cn1nnc2c(N3CC4CC(C3)c3cccc(=O)n3C4)ncnc21 (stereo not drawn) | 3
CCOc1cccc(C(=O)NN=Cc2ccoc2)c1 | 4
COc1ccc(CCNC(=O)Cn2cnc3c(nnn3C)c2=O)cc1OC | -5
N#Cc1c(N)nc([Se]CC(N)=O)c(C#N)c1-c1ccco1 | -1
COC(=O)CSc1nnc(CNC(=O)c2c(F)cccc2F)o1 | -14
Cc1ccc(S(=O)(=O)N2CCN(C(=O)N3CCCC3)CC2)cc1C | -14&1
CC(C)(C)NC(=O)N1CCC(CNC(=O)Cc2c(F)cccc2Cl)CC1 | 1
COc1ccc(C=NNC(=O)c2cccc(Br)c2)c(OC)c1 | -2
S=c1[nH]nc(C2CCCCC2)n1N=Cc1ccccc1 | 13
O=C(NC1CCSC1=O)C1CCCN(c2cc(-n3cccn3)ncn2)C1 (stereo not drawn) | 0
CCOC(=O)Cc1cc(=O)[nH]c(N=C(NC(=O)c2ccccc2)Nc2ccccc2C(F)(F)F)n1 | -2
O=C(COc1ccc(Cl)cc1)NCC#CCOc1ccc2c(c1)OCO2 | -16
CC(C)(C)c1ccc(C(=O)NCC(=O)NN=Cc2ccccc2OCC(=O)O)cc1 | -4
COc1cc(/C=N\Nc2nc(C)cc(C)n2)ccc1OC(F)F | 5
Cc1ccc(S(=O)(=O)NCC(=O)N/N=C\c2ccco2)cc1 | -3
Cc1cc(C)n(CCNC(=O)NCCOc2ccccc2)n1 | -12
O=C(O)c1ccc(NN=Cc2ccc(F)c(F)c2)cc1 | 3
O=C(Cn1cnc2c(-c3ccccc3)csc2c1=O)Nc1ccc2c(c1)OCO2 | -12
Cc1ccccc1CN1C(=O)CSC1=N/N=C/c1ccco1 | i
NCc1csc2ncnn12 | -3
COc1ccc(NC(=O)C(=O)NCCN2CCOC(c3ccccc3)C2)cc1OC (stereo not drawn) | -2
COc1ccc(SCC(=O)Nc2nc3c(s2)CSc2ccccc2-3)cc1 | 5
COc1ccc(-c2cc(=O)n(CC(=O)N3CCN(C(=O)c4ccco4)CC3)cn2)cc1 | 1
CC(C)N(C(=O)CSc1nnc(-c2ccccc2)n1N)c1ccccc1 | -20
COC(=O)c1cn(NC(=O)c2cccs2)c(=O)c2ccccc12 | 12
O=[N+]([O-])c1cccc(C=NNc2nc(N3CCOCC3)nc(N3CCOCC3)n2)c1 | -13
Cc1nnc(Nc2ccc(F)c(Cl)c2)[nH]c1=O | -14
CS(=O)(=O)N1CCC(C(=O)Nc2nc(-c3cc4ccccc4oc3=O)cs2)CC1 | -6
COc1ccc(Cl)cc1C(=O)NCCn1ccnc1C | -1
C(=NNc1ncnc2sc3c(c12)CCC3)c1ccncc1 | 6
O=C(CCCCn1c(=O)[nH]c2ccccc2c1=O)NCC1COc2ccccc2O1 (stereo not drawn) | -5
COC(CNC(=O)C(=O)Nc1ccc2c(c1)N(S(C)(=O)=O)CCC2)c1ccsc1 (stereo not drawn) | -3
Fc1cc(F)c2nc(N3CCN(c4nc5c(F)cc(F)cc5s4)CC3)sc2c1 | -12
O=C(c1ccc2ncsc2c1)N1CCCC(Cc2nc(C3CC3)no2)C1 (stereo not drawn) | -7
CC(=NNc1ccc(Cl)c(C(=O)O)c1)c1ccc(N2CCOCC2)cc1 | 0
COc1ccc(/C=C/C(=O)O)cc1S(=O)(=O)Nc1ccc(C(=O)O)c(O)c1 | -1
CCCCOc1ccc(C(=O)CSc2nc3c([nH]2)c(=O)n(C)c(=O)n3C)cc1 | -5
CCOC(=O)CN1C(=O)S/C(=C\C(=O)Nc2nccs2)C1=O | -9
COc1ccccc1NCC(O)CC1C(C)=C(C)c2ccccc21 (stereo not drawn) | -14
CN1CCN(Nc2nc3ccccc3nc2NS(=O)(=O)c2cnn(C)c2)CC1 | -6
O=C1/C(=C/c2cccs2)Oc2cc(OC(=O)N3CCOCC3)ccc21 | 3
Clc1cnc(NN=Cc2ccncc2)c(Cl)c1 | -4
CC1(C)CS(=O)(=O)N(c2ccc(Cl)c(C(=O)NCc3ccccn3)c2)C1=O | -9

# Three entries picked at random from the list so far:
smiles | SSB-PriA inh
CCOc1cccc(C(=O)NN=Cc2ccoc2)c1 | 4
CC1=C(C(=O)NCc2ccco2)C(c2ccco2)C(C#N)C(SCC(=O)c2ccccc2)=N1 (stereo not drawn) | -7&0
CCc1ccccc1NC(=O)/C=C/c1ccccc1Cl | -2

# Following part.
smiles | SSB-PriA inh
Cc1ccc(S(=O)(=O)N2CCCC(c3nnc(COc4ccccc4)o3)C2)cc1C (stereo not drawn) | -8
O=C(O)CC1CSc2nc3c(c(=O)n21)CCC3 (stereo not drawn) | -22
Cc1ccc(S(=O)(=O)c2[nH]c(-c3ccccc3)nc2SCC(=O)Nc2nccs2)cc1 | -18
COc1ccccc1NC(=O)Cc1csc(SCC(=O)Nc2cccc(NC(C)=O)c2)n1 | 13
Cn1nc(C2CCN(Cc3ccccc3Cl)CC2)n(C2CC2)c1=O | -17
Cn1nc(C(=O)N2CCN(c3nccn4nc5c(c34)CCCC5)CC2)ccc1=O | -4
NC(CSc1ccccn1)=NOCc1c(Cl)cccc1Cl | -12
CCOc1cc(N)ncn1 | 2
COc1ccc(Cl)cc1NC(=O)Nc1cnn([C@H]2CCOC2)c1 | -8
O=C1OC2(CCN(C(=O)Nc3ccc4c(c3)OCO4)CC2)c2ccccc21 | 9
Cc1ccc(-c2csc3ncnc(N4CCC(Cc5ccccc5)CC4)c23)cc1C | -6
O=C(Cc1c[nH]c2ccccc12)Nc1cnn(C[C@H]2COc3ccccc3O2)c1 | 11
Cc1onc(-c2ccccc2Cl)c1C(=O)N1CCN(Cc2nc3ccccc3[nH]2)CC1 | -21
CC(C)C(=O)N1CCCc2ccc(NC(=O)C(=O)NCc3ccccn3)cc21 | -17&0
O=c1[nH]c(Nc2cccc(F)c2)nnc1Cc1ccc(F)cc1 | 6
Cc1ccc(S(=O)(=O)N2CCCC2NC(=O)NNC(=O)c2ccncc2)cc1 (stereo not drawn) | 3
COc1ccc(CC(=O)NCc2nnnn2-c2ccc(Cl)cc2)cc1 | -15
O=S(=O)(Oc1ccc2ccccc2c1)c1ccc(Cl)cc1 | -30
Cc1cc(C(=O)Nc2cc(C)nn2C)on1 | 5
O=C(Cn1c(=O)n(Cc2ccc3c(c2)OCO3)c(=O)c2oc3ccccc3c21)Nc1cc(C(F)(F)F)ccc1Cl | -3&4
O=C(CCCCl)Nc1n[nH]c(=S)s1 | 1
CCOc1ccccc1N1CC(C(=O)Nc2c(CC)cccc2CC)CC1=O (stereo not drawn) | -26
Cc1ccccc1N(CC(=O)NN=Cc1cc(Br)c(C)o1)S(C)(=O)=O | 3
O=C(Cn1cnc2ccccc2c1=O)NC(c1cccnc1)C1CCOCC1 (stereo not drawn) | 0
COCCNC(=O)C(=O)NN=C(C)CC(=O)Nc1cccnc1 | -2
COc1cc(C(=O)NN=Cc2sc(=O)n(-c3ccccc3)c2Cl)cc(OC)c1OC | 3
CC(/C=C/c1ccccc1)=NNC(=O)c1nc2nc(C)cc(C)n2n1 | -22
CC12CCC3C(CCC4CC(=NO)CCC43C)C1CCC2O (stereo not drawn) | -9
Cc1cccc(N2CCN(S(=O)(=O)CCCNC(=O)C3CCCCC3)CC2)c1 | -22
O=C(NNC(=O)C1CCCCC1)c1ccc(=O)n(Cc2ccc(Cl)cc2)c1 | -2
COc1c2ccc(C(=O)N3CCC(Cc4ccccc4)CC3)cc2nn1C | -5
O=C(Nc1cc2ccccc2cc1NC(=O)c1cccc(N2C(=O)CCC2=O)c1)c1cccc(N2C(=O)CCC2=O)c1 | -4
Cc1nn(-c2ccccc2)c(Cl)c1C=NNC(=O)c1[nH]ncc1Br | -13
Cc1cc(Cl)cc2sc(Cl)nc12 | -11
CCc1cc(C(=O)NN=Cc2ccc(OC)cc2)c2ccccc2n1 | -24
O=C(NCc1ccc(F)cc1)N1CC(c2nc(Cc3ccccc3)no2)C1 | -31
CCOC(=O)N1CCC(NC(=O)c2nnn(-c3ccccc3Cl)c2-c2cccnc2)CC1 | -21
Cc1ccc(Cn2c(=O)c3ncccc3n(CC(=O)Nc3ccccc3)c2=O)cc1 | 23
CCC1(CC)NC(=O)N(CC(=O)Nc2cc(C)cc(C)c2)C1=O | -14
CC(=NNC(=O)c1ccc(C(C)(C)C)cc1)c1cccnc1 | -1
COC(=O)c1c(NC(=O)C2CCCCN2S(C)(=O)=O)sc2c1CCC(C)C2 (stereo not drawn) | -13
CCOc1ccc(C)cc1S(=O)(=O)Nc1ccc2c(c1)N(C)C(=O)C(C)(C)CO2 | 15
O=C(CCCNc1ccccc1)NN=Cc1cccs1 | -18
Cc1cnc(NC(=O)C2CSc3nc(C(C)(C)C)cc(=O)n3C2)s1 (stereo not drawn) | -12
CCN1CCC2(CC1)N=C(SCC(=O)Nc1cccc(Cl)c1C)C(c1ccc(Br)cc1)=N2 | -3

# Screening results: PubChem BioAssay, Small Molecule Screening Facility, UW Madison

# The list is partial (hit frequency here may not be typical).
